# From PubChem
# KCNK3 block: human KCNK3 channel inhibitors, primary screen, CHO cells, FluxOR thallium flux, B-score. FluxOR fluorescence; hits give low values. B-score at 10 µM. 340,000 tested, 0.84% active. AID 602410, 2012;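 active means B-score under library mean minus 4 SD, starting fluorescence ratio at most library mean plus 5 SD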;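 further: more negative B-score means stronger inhibition of thallium flux through KCNK3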
# PolyA inhibitor: polyadenylation inhibitors in yeast reporter cells, primary screen, luminescence, S. cerevisiae; S. cerevisiae SKY197-pL101 polyadenylation reporter, beta-gal luminescence; efflux-impaired pdr1/pdr3 knockout yeast; score 100 = 6 SD above DMSO; calls only at 12 µM; AID 1875, 2009; 300,000 tested, 0.02% active;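 active means lowest replicate activity score at least 50, where 100 means six control SD above control mean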;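 further: yeast exposed to compound for 9 h at 30 °C; higher score means more reporter readthrough which indicates perturbed polyadenylation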
# GSK3 alpha inh: blockers of GSK3A enzyme activity – biochemical, luminescence, cell-free homogeneous, HTS, primary screen; Glycogen synthase kinase-3 alpha (Homo sapiens), P49840; GSK-3 alpha kinase, ADP-Glo luminescence, 60 min; inhibition, % at 10 µM; 320,000 tested, 0.1% active; AID 2650, 2010;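 in the data active means inhibition above about 50%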;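 further: GST-tagged GSK-3 alpha with peptide substrate and 25 µM ATP; 0% = DMSO neutral wells and 100% = GW8510 positive control wells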
# Target sequence (P49840 whole entry, looked up): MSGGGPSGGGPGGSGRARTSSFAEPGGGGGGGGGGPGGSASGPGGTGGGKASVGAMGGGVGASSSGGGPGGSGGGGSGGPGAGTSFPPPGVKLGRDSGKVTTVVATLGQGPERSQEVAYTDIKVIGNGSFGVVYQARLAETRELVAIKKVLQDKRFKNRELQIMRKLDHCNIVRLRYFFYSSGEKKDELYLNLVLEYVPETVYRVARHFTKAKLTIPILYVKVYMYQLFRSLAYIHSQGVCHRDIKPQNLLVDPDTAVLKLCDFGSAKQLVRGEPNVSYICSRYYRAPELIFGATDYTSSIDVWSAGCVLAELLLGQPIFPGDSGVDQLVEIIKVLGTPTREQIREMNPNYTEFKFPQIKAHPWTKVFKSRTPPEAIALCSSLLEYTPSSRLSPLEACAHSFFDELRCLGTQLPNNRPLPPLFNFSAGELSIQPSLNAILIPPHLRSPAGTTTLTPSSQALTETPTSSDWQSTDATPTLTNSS
# KCNQ1 pot: potentiators or activators of KCNQ1 channel, primary screen, cell-based, thallium flux, high-throughput. CHO-K1 KCNQ1, thallium flux FluxOR fluorescence; hits give high values. B-score at 10 µM. 310,000 tested, 0.35% active;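 active means fluorescence ratio B-score, a plate-corrected score, at least three library SD, with initial intensity B-score within 5 SD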
#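 System: Stable KCNQ1 CHO-K1 line | Incubation: 90 min dye loading and 20 min compound exposure, both at room temperature | Measure: Ratio B score | Medium: Assay buffer for compound exposure, DMSO matched across wells | Compound dosing: Single-concentration screen | Probe or stimulus: K+/Tl+ depolarizing stimulus | Measured by: Kinetic FluxOR fluorescence, 10 s baseline plus 110 s post-stimulus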
# KCNQ1 block: inhibitors of human KCNQ1 channel, primary screen, cell-based, thallium flux, high-throughput. CHO-K1 KCNQ1, FluxOR thallium flux fluorescence; hits give high values. AID 2642, 2010. 310,000 tested, 1.3% active. Potassium voltage-gated channel subfamily KQT member 1 (Homo sapiens), P51787. B-score at 10 µM;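 active means compounds whose thallium flux B-score, printed positive for inhibition, exceeds three library SD while starting fluorescence stays within three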;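 further: channel opened by potassium depolarization with thallium stimulus after 20 min compound exposure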
# DYRK1A inh: rat Dyrk1A kinase inhibitors, primary screen, biochemical, single point, plate reader. inhibition, % at 12.5 µM. AID 504441, 2011. 310,000 tested, 0.43% active. Dual specificity tyrosine-phosphorylation-regulated kinase 1A (Rattus norvegicus), Q63470. ADP-Glo luminescence, NFATc1 peptide; in the data active means inhibition above about 50%;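 further: plate controls were vehicle with enzyme for no effect and no enzyme for full effect; many of its hits are not listed in these tables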
# RGS4 pot: RGS4 potentiators or activators, primary screen, cell-based, HEK293 M3R inducible RGS4, calcium flux; AID 463111, 2010; carbachol calcium flux Fluo4; hits give low values; B-score at 10 µM; 310,000 tested, 0.92% active;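 active means B-score of the integrated calcium signal more than 4 SD below the library mean, with starting fluorescence not abnormally high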;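 further: negative B-score means reduced calcium response which marks RGS4 activation or potentiation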
#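 Material: M3R-expressing HEK293 line, RGS4 induced by doxycycline | Schedule: Overnight RGS4 induction, 30 min dye load 37 °C, 20 min compound RT | Measured by: Fluo4 fluorescence kinetic imaging of calcium | Read-out: Integrated calcium ratio converted to B score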
# KCNK9 inh: KCNK9 potassium channel inhibitors, primary screen, HEK293 cells, thallium flux; Potassium channel subfamily K member 9 (Homo sapiens), Q9NPC2; FluxOR thallium flux fluorescence; hits give low values; B-score at 10 µM; 310,000 tested, 1.2% active; AID 488922, 2010;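 active means ratio B-score over 3 SD below the library mean, with starting fluorescence within 5 SD of its mean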;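 further: negative B-score means less thallium flux so channel inhibition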
# RGS4 block: RGS4 inhibitors, primary screen, cell-based, HEK293 M3R inducible RGS4, calcium flux; AID 463165, 2010; 310,000 tested, 0.45% active; Regulator of G-protein signaling 4 (Homo sapiens), P49798; B-score at 10 µM; Fluo-4 calcium flux; hits give high values; triggered by carbachol at its EC20;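 active means B-score, a plate-corrected calcium signal, over three deviations above library mean, with baseline fluorescence within five deviations of library mean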;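 further: RGS4 expression induced by doxycycline in cells with stable M3 receptor; B-score is computed from the integrated fluorescence ratio over baseline after carbachol; higher B-score means a larger calcium signal and so more RGS4 inhibition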
# hERG protect: hERG rescue from dofetilide block, primary screen, cell-based, CHO-hERG, FluxOR thallium flux, dofetilide IC70. Voltage-gated inwardly rectifying potassium channel KCNH2 (Homo sapiens), Q12809. dofetilide IC70 present. activation (rescue from dofetilide block), less the hit threshold, % at 10 µM. 310,000 tested, 0.51% active. AID 1511, 2009;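 active means activation above the mean of controls blocked by dofetilide plus 5 SD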;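 further: thallium influx through hERG after potassium depolarization seen as dye fluorescence rise; in these data hits start at about 4.7%; inactives centre near -7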
# GSK3B inh: human GSK3beta kinase inhibitors, primary screen, biochemical, cell-free homogeneous, HTS; GST-GSK3beta kinase, ADP-Glo luminescence, 60 min; hits give low values; activity score (negative = inhibition), % at 10 µM; 300,000 tested, 0.038% active; AID 2097, 2009;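 active means more than half of replicate wells score below -50%, meaning over 50% inhibition versus plate controls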;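 further: 0% = median DMSO wells and -100% = median GW8510 positive control wells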
# Target sequence (P49841 whole entry, looked up): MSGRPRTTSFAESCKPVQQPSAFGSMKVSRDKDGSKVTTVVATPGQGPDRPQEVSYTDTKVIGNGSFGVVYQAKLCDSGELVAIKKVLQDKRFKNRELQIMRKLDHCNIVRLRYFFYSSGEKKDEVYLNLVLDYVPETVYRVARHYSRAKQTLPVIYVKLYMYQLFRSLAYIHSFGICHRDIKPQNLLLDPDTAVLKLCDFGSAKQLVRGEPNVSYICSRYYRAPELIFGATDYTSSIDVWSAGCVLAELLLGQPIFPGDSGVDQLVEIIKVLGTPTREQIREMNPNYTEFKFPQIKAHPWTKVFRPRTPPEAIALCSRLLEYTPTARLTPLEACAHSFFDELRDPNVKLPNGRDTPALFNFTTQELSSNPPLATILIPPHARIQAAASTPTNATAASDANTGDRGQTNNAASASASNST
#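 Assay system: GST-tagged human GSK3beta kinase, cell-free; Input: 1.6 ng GSK3beta; Medium: Tris/MgCl2 kinase buffer; Timing: 60 min enzyme reaction, room temperature; Signal: ADP-Glo luminescence quantifying ADP generated by kinase; Evaluation: score relative to plate controls; Benchmarks: DMSO neutral wells and GW8510 at 20 µM as positive.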
# * marks the source's active call; other numbers are inactive results; i = inactive; x = no result given. An excerpt; count on the stated rates, not on these rows.
SMILES,KCNK3 block,PolyA inhibitor,GSK3 alpha inh,KCNQ1 pot,KCNQ1 block,DYRK1A inh,RGS4 pot,KCNK9 inh,RGS4 block,hERG protect,GSK3B inh
CCc1ccc(O)c(CNCCNCc2cc(CC)ccc2O)c1,i,i,0,i,i,10,i,i,i,-18,-2
Cc1c(CCO)sc[n+]1CC(=O)OCCC12CC3CC(CC(C3)C1)C2,i,i,-1,i,i,-10,i,i,i,-3,-1
O=c1c(-c2nnc(SCc3ccc(Cl)c(Cl)c3)o2)cccn1Cc1ccccc1,i,i,0,i,i,0,i,i,i,-12,-1
Cc1ccc2nc(-c3ccc(SCC(=O)Nc4nc(C)cs4)nc3)[nH]c2c1,i,i,-2,i,i,0,i,i,i,-4,-4
COC(=O)Oc1ccc(/C=N/NC(=O)CN(c2ccccc2Cl)S(C)(=O)=O)cc1OC,i,i,2,i,i,2,i,i,i,-10,0
CCC1(C)Cc2c(sc3c2c(=O)n(C)c2nnc(SCc4ccc5c(c4)OCO5)n32)CO1 (configuration not stated),i,i,-1,i,i,5,i,i,i,-6,0
CCOc1ccc(C(=O)NCC(=O)N2CCC3CCCCC3C2)cc1OCC (configuration not stated),i,i,-3,i,i,2,i,i,i,-5,-3
CC(NC(=O)Cn1cc(C(F)(F)F)cc(Cl)c1=O)c1ccccc1 (configuration not stated),i,i,-1,i,i,-1,i,i,i,-4,-1
CCC(=O)N1CCN(c2ccccc2NC(=S)NC(=O)c2cccc([N+](=O)[O-])c2)CC1,i,i,0,i,i,-3,i,i,i,-3,10
CCNc1nc(C)cc(COC)c1C#N,i,i,1,i,i,6,i,i,i,-6,-4
O=C(O)CCCC(=O)Nc1ccc(Oc2cccc(C(F)(F)F)c2)nc1,i,i,1,i,i,x,i,i,i,-8,-5
COc1cc(-c2nc(C)c(C(C)=O)n2O)ccc1OCC(=O)Nc1ccc(Cl)cc1,i,i,0,i,i,1,i,i,i,-18,-1
CC1(C)OC(=O)N(CC(=O)Nc2ccccc2)C1(C)O (configuration not stated),i,i,10,i,i,-2,i,i,i,-9,0
O=C(CC1C(=O)NCCN1Cc1c(F)cccc1Cl)NC1CCCCCC1 (configuration not stated),i,i,-1,i,i,-5,i,i,i,-8,-1
O=C(COc1ccc(F)cc1)N(Cc1ccco1)C1CCS(=O)(=O)C1 (configuration not stated),i,i,-1,i,i,x,i,i,i,-11,0
O=C(CCNC(=O)c1ccc([N+](=O)[O-])cc1)NCCC1=CCCCC1,i,i,0,i,i,8,i,i,i,-6,4
CCOC(=O)c1sc(NC(=O)CSc2nnc(Cc3ccccc3)o2)c(C#N)c1C,i,i,-3,i,i,-3,i,i,i,-7,0
Cc1cc(C)cc(N=C2NC(=O)CS2)c1,i,i,-1,i,i,x,i,i,i,-6,4
Nc1nnc(SCCCC(=O)c2ccc(F)cc2)s1,i,i,-2,i,i,x,i,i,i,-2,-2
Cc1ccc(C(=O)N/C(=C\c2ccco2)C(=O)NCC2CCCO2)cc1C (configuration not stated),i,i,-1,i,i,10,i,i,i,-8,3
CC(C)NC(=O)COc1ccc2c(c1)C(=O)CC(C)(C)O2,i,i,-3,i,i,8,i,i,i,-11,1
CCC(c1nnnn1C(C)(C)CC)N(CCCN1CCOCC1)Cc1cc2cccc(C)c2[nH]c1=O (configuration not stated),i,i,-1,i,i,-4,i,i,i,-11,3
COc1ccc(NC(=O)C2CCCN(S(=O)(=O)c3cccnc3)C2)c(OC)c1 (configuration not stated),i,i,-4,i,i,7,i,i,i,-6,0
O=C(O)c1cc(-c2ccco2)[nH]n1,i,i,-1,i,i,7,i,i,i,-13,0
CS(=O)(=O)N(CC(=O)N1CCN(c2ccccc2)CC1)Cc1ccc(Cl)cc1,i,i,-2,i,i,3,i,i,i,-8,4
CCOC(=O)C1(Cc2ccccc2Cl)CCN(C(=O)CN2CCOC2=O)CC1,i,i,-1,i,i,0,i,i,i,-10,-1
CC(=O)c1ccc(NC(=O)c2ccccc2-c2ccccc2C(=O)O)cc1,i,x,-5,i,i,9,i,i,i,-6,0
O=C(NCCS(=O)(=O)NCc1ccccc1Cl)c1ccc2c(c1)OCO2,i,i,-3,i,i,-3,i,i,i,-13,-1
CCOC(=O)CSc1nc(N)c(C#N)c(-c2cccs2)c1C#N,i,i,3,i,i,-10,i,i,i,-2,1
COc1ccc(/C=C2/C(=O)N(CC3CCCO3)C(=S)N2C)c(OC)c1 (configuration not stated),i,i,-1,i,i,-1,i,i,i,-9,2
CCn1cnc2c1c(=O)n(CC(=O)OC)c(=O)n2Cc1ccccc1,i,i,-2,i,i,-2,i,i,i,-2,2
CCOC(=O)C(Cc1cc(C(C)=O)ccc1OCC)C(=O)OCC,i,i,-1,i,i,-5,i,i,i,-11,3
COc1ccc(S(=O)(=O)N2CCN(C(=O)CC(C)C)CC2)cc1,i,i,4,i,i,-2,i,i,i,-5,1
CCOC(=O)C1CCN(C(=O)/C=C/c2ccc(OC)cc2)CC1,i,i,-2,i,i,1,i,i,i,-1,-2
C=CCN(CC=C)c1ccc(N2C(=O)C3CCCCC3C2=O)cc1[N+](=O)[O-] (configuration not stated),i,i,x,i,i,-3,i,i,i,-12,-1
CCC(=O)Nc1ccc(NCc2ccc(-c3ccccc3)cc2)cc1,i,i,-5,i,i,-9,i,i,i,-11,0
Cc1ccc(S(=O)(=O)c2cc3c(=O)n4cccc(C)c4nc3n(Cc3ccncc3)c2=N)cc1,i,i,3,i,i,x,i,i,i,-7,0
COc1cccc(Nc2nc3ccccc3c(=O)[nH]2)c1,i,i,12,i,i,18,i,i,i,-5,-1
Cc1oc(-c2ccoc2)nc1CN(Cc1ccccc1)CC1CC1,i,i,-2,i,i,0,i,i,i,-22,4
CCCN(CCC)Cc1c(C(=O)N/N=C/c2c[nH]c3ccccc23)nnn1-c1nonc1N,i,i,-1,i,i,-1,i,i,i,-14,1
O=C(NC(=S)Nc1ccc(Cl)c(C(=O)O)c1)c1ccc(OCc2ccccc2)cc1,i,i,-1,i,i,0,i,i,i,-5,0
COC(=O)/C(=N/Nc1ccccc1Cl)Sc1nnc(C(O)c2ccccc2)n1-c1ccccc1 (configuration not stated),i,i,-1,i,i,3,i,i,i,-11,-11
O=c1c2ccccc2c(-c2ccccc2)nn1-c1ccccc1,i,i,-1,i,i,x,i,i,i,-7,3
CC1CC(C)(C)CC2(C1)NC(=O)N(CC(=O)NC1CCCc3ccccc31)C2=O (configuration not stated),i,i,-7,i,i,0,i,i,i,-8,3
Cc1nc(C)n(CCNS(=O)(=O)c2ccccc2)n1,i,i,0,i,i,-4,i,i,i,-2,-2
COc1cccc(CC2(CO)CCN(Cc3cnc(N4CCOCC4)s3)CC2)c1,i,i,-3,i,i,1,i,i,i,-18,-3
CCc1nnc(NC(=O)c2sc3nc4cc(C)ccc4cc3c2N)s1,i,i,-2,i,i,0,-8.8*,i,i,-27,-1
COCc1ccc(C(=O)NC2CCSc3ccccc32)cc1 (configuration not stated),i,i,-1,i,i,-6,i,i,i,-9,1
CN(CCNC(=O)CCCOc1cc(=O)n(C)c2ccccc12)Cc1ccccc1,i,i,3,i,i,6,i,i,i,-6,-3
Cc1onc(-c2c(Cl)cccc2Cl)c1NC(=O)NNc1ccccc1,i,i,0,i,i,-3,i,i,i,-7,4
Cc1occc1C(=O)NCc1cccc(CNC(=O)c2ccoc2C)c1,i,i,-11,i,i,-6,i,i,i,-1,1
CSc1ccc(CN2CCN(S(=O)(=O)Cc3ccccc3)CC2)cc1,i,i,-2,i,i,-7,i,i,i,-12,-1
CC(=O)Nc1ccc(N(C(=O)c2ccco2)C(C(=O)NC2CCCC2)c2ccncc2)cc1 (configuration not stated),i,i,-2,i,i,-2,i,i,i,-3,2
Cn1c(C(=O)OCC(=O)NCCc2ccccc2)cc2sccc21,i,i,-1,i,i,5,i,i,i,-4,-3
COc1ccc(OC)c(CCNC(=O)C2CCN(c3nnc(-n4cccc4)s3)CC2)c1,i,i,-1,i,i,0,i,i,i,-8,-2
COc1ccc(C(=O)N(CCCO)Cc2cc3c(C)ccc(C)c3[nH]c2=O)cc1OC,i,i,x,i,i,1,i,i,i,-1,3
Nc1ncnc2nc(Sc3ccc(Cl)cc3)[nH]c12,i,i,1,i,i,-2,i,i,i,-7,2
O=C(/C=C/c1cccc(F)c1)Nc1ccc(S(=O)(=O)Nc2ncccn2)cc1,i,i,1,i,i,-11,i,i,5.1*,-13,-2
CCCCCCC(=O)N/N=C(\C)Cc1ccccc1,i,i,-1,i,i,-4,i,i,i,-11,-4
Cc1cc2ccccc2n1CCNC(=O)c1ccc(S(=O)(=O)N2CCCCC2)cc1,i,i,0,i,i,3,i,i,i,-11,-18
COc1ccccc1-n1cnnc1SCC(=O)N1CC(=O)Nc2ccccc21,i,i,5,i,i,-2,i,i,i,-8,-5
NS(=O)(=O)c1ccc(NC(=O)COC(=O)c2cc(Cl)ccc2[N+](=O)[O-])cc1,i,i,-3,i,i,0,i,i,i,-9,-5
CCN(CC)c1ccc(CNc2nc3ccccc3n2CC)cc1,i,i,-1,i,i,-5,i,i,i,-5,2
